# Screens: PubChem BioAssay, several laboratories
# HMGR II inh: inhibitors of class II HMG-CoA reductase from Enterococcus faecalis; purified E. faecalis HMGR, NADPH absorbance 340 nm kinetic; AID 1066; 190,000 tested, 0.41% active; inhibition, % at 10 µM;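 active = inhibition above a set limit, the median over all tested compounds plus 3 SD, cut at about 9.5% in these data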;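 note: enzyme runs in reverse so mevalonate oxidation gives rising NADPH absorbance; 0% = complete reaction with DMSO and 100% = background rate lacking mevalonate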
# S1P3 antag: blocks the human S1P3 receptor | 170,000 tested, 0.27% active | inhibition, % at 4.98 µM | CHO S1P3 NFAT-BLA reporter, FRET fluorescence, antagonist mode | AID 485 | Q99500;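 active = inhibition above the plate cutoff, the mean inhibition of test wells on that plate plus 3 SD, cut at about 28% in these data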;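 note: cells challenged with S1P at its EC80 of 0.8 µM; blue over green emission ratio from cleaved BLA substrate after 4 h stimulation; 0% = S1P-stimulated wells and 100% = unstimulated DMSO-only wells; some compounds past the cut are filed as inactive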
# ROMK primary: modulators of human ROMK potassium channel. 130,000 tested, 2% active. Tet-inducible ROMK, thallium flux fluorescence; actives lie on both sides. AID 1918. B-score at 10 µM. P48048;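 active = signal ratio slope over the read window, or its plate-corrected B-score, at least 3 SD from the plate mean, either direction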;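 note: B-score of the F/F0 ratio slope over 7 to 12 s after thallium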
# Target sequence (P48048 whole entry, looked up): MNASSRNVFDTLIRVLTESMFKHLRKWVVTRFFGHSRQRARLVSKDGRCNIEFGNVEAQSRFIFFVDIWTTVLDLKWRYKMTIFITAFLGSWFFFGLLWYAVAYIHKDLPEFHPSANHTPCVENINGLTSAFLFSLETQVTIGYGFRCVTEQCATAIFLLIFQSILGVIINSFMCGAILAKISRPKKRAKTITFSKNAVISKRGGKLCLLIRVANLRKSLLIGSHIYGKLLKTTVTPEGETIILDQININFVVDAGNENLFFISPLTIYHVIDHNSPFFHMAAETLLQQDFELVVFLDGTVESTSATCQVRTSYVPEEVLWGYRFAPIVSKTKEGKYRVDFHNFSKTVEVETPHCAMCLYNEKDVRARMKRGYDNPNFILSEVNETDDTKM
# Lmaj promast: reduces viability of Leishmania major promastigotes; AID 1063; 200,000 tested, 9% active; resazurin fluorescence viability; inhibition, % at 10 µM; in the data active = inhibition above about 50%;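 note: promastigotes grown with compound for 44 hours at 28 °C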
# PPARg SRC-1 ag: promotes SRC-1 coactivator recruitment by human PPARgamma; P37231; PPARgamma-SRC-1 coactivator recruitment biochemical assay; activation, % at 8 µM; 200,000 tested, 0.41% active; AID 631; in the data active = activation above about 19%;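 note: 0% = DMSO and 100% = reference agonist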
# Target sequence (P37231 whole entry, looked up): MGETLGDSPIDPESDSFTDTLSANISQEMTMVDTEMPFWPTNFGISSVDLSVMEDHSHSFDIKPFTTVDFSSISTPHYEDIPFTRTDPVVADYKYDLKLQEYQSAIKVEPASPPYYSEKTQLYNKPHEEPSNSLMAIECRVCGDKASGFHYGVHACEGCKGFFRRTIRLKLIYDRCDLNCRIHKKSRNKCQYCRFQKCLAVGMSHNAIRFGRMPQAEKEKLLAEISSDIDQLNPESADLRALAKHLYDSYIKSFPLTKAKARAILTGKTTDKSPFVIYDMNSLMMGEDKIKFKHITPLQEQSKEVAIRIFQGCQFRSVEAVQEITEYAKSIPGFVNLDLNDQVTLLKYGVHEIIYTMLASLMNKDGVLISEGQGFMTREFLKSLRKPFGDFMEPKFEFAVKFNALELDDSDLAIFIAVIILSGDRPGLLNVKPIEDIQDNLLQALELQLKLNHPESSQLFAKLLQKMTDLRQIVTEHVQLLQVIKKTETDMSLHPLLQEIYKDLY
# PPARg SRC-2 ag: PPARgamma-driven SRC-2 recruitment agonism; P37231; PPARgamma LBD-SRC-2 recruitment, biochemical; activation, % at 8 µM; 200,000 tested, 0.34% active; AID 1032; in the data active = activation above about 22%;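 note: 0% = vehicle and 100% = reference agonist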
# bIAP inhibitor: intestinal alkaline phosphatase (bovine) inhibition; AID 1019; purified bovine IAP, CDP-star luminescence, 30 min; 190,000 tested, under 10 active; inhibition, % at 20 µM;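 active = over 50% inhibition of intestinal alkaline phosphatase at 20 µM in the single-dose screen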
#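 Incubation: 30 min reaction at room temperature / Material: purified bovine intestinal alkaline phosphatase (IAP) enzyme / Input: enzyme at 1/65,000,000 dilution / Dosing: 20 µM single dose / Signal: CDP-star luminescence signal / Reagent: CDP-star chemiluminescent phosphatase substrate, 30 µM final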
# RAM inhibit: inhibitors of the yeast RAM network. S. cerevisiae dse1pr::URA3 reporter, 5-FOA growth OD615, 2 d; analog-sensitive cbk1-as2 kinase mutant strain. inhibition, % at 50 µM. 190,000 tested, 1.8% active;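 active = inhibition above a set limit, 3 SD over mean compound inhibition, cut at about 8.4% in these data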;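 note: 0% = DMSO-only wells with no growth and 100% = 10 µM 1-NA-PP1 full growth; inhibition rescues growth on 5-FOA so higher OD means more RAM inhibition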
# PPARg SRC-3 ag: PPARgamma-driven SRC-3 recruitment agonism; P37231; biochemical PPARgamma/SRC-3 coactivator recruitment assay; activation, % at 8 µM; 200,000 tested, 0.26% active; in the data active = activation above about 23%;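 note: 0% = DMSO and 100% = reference agonist; some compounds past the cut are filed as inactive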
# TR-FRET SRC-2 ct: counter-screen for PPARgamma SRC-2 recruitment agonists: TR-FRET artefact; hits give high values; 200,000 tested, 0.4% active; TR-FRET ratio at 8 µM; in the data active = TR-FRET ratio above about 2000; note: inactives centre near 1500; reference of the scale not given here
# Redox H2O2 prof: compounds producing H2O2 with reducing agent – biochemical, NIH compound library profiling, artefact control for MLSCN library redox annotation, primary screen | activation, % at 10 µM | 200,000 tested, 0.03% active | DTT-dependent redox cycling H2O2, phenol red/HRP absorbance; 100% = 100 µM peroxide control, 0% = buffer | AID 878;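 active = activation of at least 50% relative to the plate's high and low controls in the primary single-dose screen; inactive = activation below 50%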;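 note: compound incubated with DTT at 0.8 mM final as the reducing agent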
# Active calls of the source: *; x = no result given.
SMILES,HMGR II inh,S1P3 antag,ROMK primary,Lmaj promast,PPARg SRC-1 ag,PPARg SRC-2 ag,bIAP inhibitor,RAM inhibit,PPARg SRC-3 ag,TR-FRET SRC-2 ct,Redox H2O2 prof
CCSc1nnnn1-c1ccccc1,-2,x,0.035,-4,6,13,6,0.3,7,1563,-0.2
O=C(NCCc1ccccc1)c1n[nH]c2ccccc12,2,2,-0.62,0,6,6,-96,0.5,1,1472,0.5
Cc1ccc2nc(S(=O)(=O)O)[nH]c2c1,-7,-3,x,-3,-2,0,1,-0.9,-5,1297,-2.2
N#Cc1c(N)c(C(=O)c2ccc(Br)cc2)n2c1CCC2,0,-43,0.11,-3,0,-1,6,-0.3,9,1312,-0.2
CC1(C(=O)c2ccccc2)C2c3c(ccc4ccccc34)OC(=O)C21C(=O)N1CCOCC1 (stereo not drawn),2,x,x,-6,-5,1,-14,5.3,-1,1579,0.3
O=C(CSCc1c(Cl)cccc1Cl)NN1C(=O)c2ccccc2C1=O,-5,x,0.35,-6,0,4,-9,0.4,1,1523,-3.4
O=C(Nc1ccc2nc(-c3ccco3)c(-c3ccco3)nc2c1)N1CCN(c2ccccn2)CC1,1,5,-0.47,13,3,10,45,0.5,-1,1654,-0.1
Cc1ccc(-n2c(-c3cccnc3)n[nH]c2=S)c(C)c1,-5,x,0.0032,-1,2,2,14,-0.5,1,1534,0.1
Cc1nnsc1NC(=O)OCC(C)C,-1,-10,x,-6,-1,7,4,1.6,7,1786,2.5
Nc1nc(SC2c3cccc4cccc(c34)C2NS(=O)(=O)c2ccccc2)n[nH]1 (stereo not drawn),-1,-5,-0.86,13,2,2,12,2.0,6,1410,0.1
O=C(COC(=O)c1ccc(Cl)c(S(=O)(=O)N2CCCCC2)c1)NCc1ccco1,-2,-2,0.17,1,4,4,-1,3.2,0,1707,0.1
CC(C)[C@H](N)c1nnc(SCC(=O)c2ccc(Cl)cc2)o1,-5,x,0.017,9,3,3,0,0.7,15,1693,-0.1
CC(C)c1ccc(C2C(C#N)=C(N)N3C(=C2C#N)Sc2ccccc23)cc1 (stereo not drawn),1,x,x,9,3,6,20,2.4,-1,1534,1.2
CN(c1cccc(NC(=O)CN(c2ccc(F)cc2)S(C)(=O)=O)c1)S(C)(=O)=O,-3,-18,0.65,4,-7,-13,-7,13*,0,1426,0.2
CCCS(=O)(=O)c1nc(S(=O)(=O)c2ccc(C)cc2)c(N2CCc3ccccc3C2)s1,-1,-13,x,61*,-2,2,13,2.4,3,1637,1.7
COc1ccc(-n2nnc3c(SCC(=O)Nc4ccccc4F)ncnc32)cc1,0,-13,1.4,-6,1,4,5,4.6,3,1611,5.5
CS(=O)(=O)N1CCN(c2ccc([N+](=O)[O-])c(NCCN3CCOCC3)c2)CC1,2,x,0.15,-5,3,0,30,1.1,7,1681,0.4
O=C1NC(=S)N/C1=C/c1cccc([N+](=O)[O-])c1O,-6,x,x,-8,1,7,6,6.4,4,1687,-3.0
CC(=O)Nc1ccccc1NC(=O)c1ccc(C)c(C)c1,-5,4,-0.3,2,-2,-7,2,0.6,-3,1239,-0.7
CC(NC(=O)NCC1CCCO1)(C(F)(F)F)C(F)(F)F (stereo not drawn),0,-10,x,-4,2,4,8,-1.6,5,1481,-0.2
C=CCN(CC=C)c1cnn(-c2nc3ccccc3[nH]2)c(=O)c1Cl,-6,x,-0.68,65*,0,0,-15,0.8,-11,1400,0.0
CCOc1ccc(-c2nc(=S)[nH][nH]2)cc1,-6,4,1.1,-5,-1,3,-1,-0.4,0,1448,1.5
CC(C)(C)OC(=O)C1C(=O)CC(C)(O)C(C(=O)OC(C)(C)C)C1c1ccco1 (stereo not drawn),1,x,-0.055,-8,-1,6,-4,-0.5,4,1546,0.7
Cc1ccc(Cl)cc1N1CCN(S(C)(=O)=O)CC1,-9,x,-0.1,0,-4,-2,8,-0.8,-10,1270,0.0
CCN1/C(=C2\OC(=S)N(C)C2=O)Sc2ccccc21,0,x,0.12,-3,8,0,9,1.7,-7,1714,0.1
CCOC(=O)c1c(C)oc2cc3c(C(=O)OCC)c(C)oc3cc12,x,x,0.63,-7,-8,-1,x,x,11,1638,0.8
O=C(NCc1ccccn1)C1CCN(S(=O)(=O)N2CCCCC2)CC1,-1,-23,-9.5e-05,-1,-3,-6,0,0.2,7,1708,-0.3
CN(c1ccc(O)cc1)c1nc(-c2ccccc2)cs1,-2,-5,-1.3,89*,12,6,2,-0.1,-2,1644,-0.1
COc1ccc(C(=O)OCCc2ccc(O)cc2)cc1,7,-10,0.13,-3,5,0,-1,-0.3,1,1366,0.5
O=C(O)CNC(=O)c1ccc(N2CCOCC2)cc1[N+](=O)[O-],6,-11,-0.19,-2,5,7,10,0.4,4,1450,-0.2
CCOC(=O)c1sc2nc(SCC(=O)N(CC)CC)n(CCCN3CCCC3=O)c(=O)c2c1C,-4,-12,-0.045,24,1,6,-4,3.0,-9,1435,0.1
CN(C)C(=O)c1cc([N+](=O)[O-])cc([N+](=O)[O-])c1N(C)C,-3,x,0.16,-2,-4,-7,9,2.4,4,1556,-3.6
Cc1nn(-c2ccc(F)cc2)c(C)c1CN1CCN(CCC(C)C)C(CCO)C1 (stereo not drawn),-1,-7,-0.18,55*,1,5,6,2.8,-2,1609,-1.6
COc1ccc(-c2nnn(CC(=O)Nc3sc4c(c3C#N)CCCC4)n2)cc1,-1,1,x,-6,-6,1,12,2.5,1,1781,0.3
COc1ccc(Cl)cc1N(CC(=O)Nc1ccc2c(c1)OCCO2)S(C)(=O)=O,-2,-13,x,6,-4,3,-7,3.7,-11,1402,2.8
COc1ccc(C)c2sc(NNC(=O)COc3ccccc3)nc12,-3,-16,-1,12,0,13,-10,5.1,1,1590,-0.4
Cn1c(=O)cc(OCCCC(=O)Nc2ccc3c(c2)OCCO3)c2ccccc21,-2,-14,x,-1,3,5,-44,2.2,4,1446,0.5
Cc1ccc(Nc2cc(C)nc(-c3ccccc3O)n2)cc1,-1,x,-0.36,16,8,5,26,-1.2,-10,1571,0.3
O=C(NCc1ccccc1)c1cccc(COc2cccc(Cl)c2)c1,-1,x,x,2,-1,1,47,9.2*,-7,1610,-3.7
O=c1oc2ccccc2cc1-c1csc(Cc2nc(-c3ccc(Br)cc3)cs2)n1,-2,x,x,1,11,0,44,2.5,1,1514,0.6
COCC(C)N=C1NN=C(c2ccc(NC(C)=O)cc2)CS1 (stereo not drawn),-3,-1,-0.0021,-7,3,10,-1,3.1,1,1637,-0.4
Cc1nnc(NC(=O)CSc2nc3c(c(=O)n(C)c(=O)n3C)n2C(C)C)s1,0,-15,0.23,-7,6,6,-4,1.1,2,1713,0.1
O=C1c2ccccc2C(=O)N1CCCc1nc2ccccc2c(=O)n1-c1cccnc1,-1,-6,x,-1,4,9,-1,-0.6,4,1512,3.3
CSCCC(NC(=O)c1cc([N+](=O)[O-])cc([N+](=O)[O-])c1)c1nc2ccccc2[nH]1 (stereo not drawn),-1,-16,x,97*,-2,-2,11,1.0,-2,1679,0.5
Cc1ccc(-n2nnnc2SCC(=O)c2cc(C)n(-c3cc(C)on3)c2C)c(C)c1,-2,-11,x,-8,3,-5,-3,4.5,9,1609,-0.2
CCN1CCCC1CNC(=O)C1CCN(C(=O)c2cc3sccc3n2Cc2ccc(F)cc2)CC1 (stereo not drawn),-4,12,-0.74,90*,6,3,-20,0.2,-2,1617,-0.4
Cc1cccc(NC(=O)C2CCN(S(=O)(=O)c3cccs3)CC2)n1,2,x,0.4,1,-2,-2,7,1.1,2,1400,0.3
CC(C)CCn1c(-c2nonc2N)nc2ccccc21,0,x,x,-3,-3,3,7,10*,8,1533,0.4
Cn1c(SCc2ccc(F)cc2)nnc1-c1cccs1,-12,-13,-0.045,7,0,1,15,-0.1,-4,1341,-0.2
CC(=O)C(=Cc1ccc(C(=O)O)cc1)C(C)=O,4,-18,0.015,-4,-2,-2,-5,2.6,-1,1315,-0.7
COc1ccc(OC)c2[nH]c(=O)c(CCNC(=O)c3ccc4c(c3)OCO4)cc12,2,-5,-0.6,7,-1,3,-19,0.3,1,1538,-0.4
c1ccc(CN2C3=NCCCN3c3ccccc32)cc1,-1,-2,x,-8,6,1,3,-1.3,4,1599,2.7

# Molecules listed so far that have an NH in an aromatic ring:
SMILES,HMGR II inh,S1P3 antag,ROMK primary,Lmaj promast,PPARg SRC-1 ag,PPARg SRC-2 ag,bIAP inhibitor,RAM inhibit,PPARg SRC-3 ag,TR-FRET SRC-2 ct,Redox H2O2 prof
O=C(NCCc1ccccc1)c1n[nH]c2ccccc12,2,2,-0.62,0,6,6,-96,0.5,1,1472,0.5
Cc1ccc2nc(S(=O)(=O)O)[nH]c2c1,-7,-3,x,-3,-2,0,1,-0.9,-5,1297,-2.2
Cc1ccc(-n2c(-c3cccnc3)n[nH]c2=S)c(C)c1,-5,x,0.0032,-1,2,2,14,-0.5,1,1534,0.1
Nc1nc(SC2c3cccc4cccc(c34)C2NS(=O)(=O)c2ccccc2)n[nH]1 (stereo not drawn),-1,-5,-0.86,13,2,2,12,2.0,6,1410,0.1
C=CCN(CC=C)c1cnn(-c2nc3ccccc3[nH]2)c(=O)c1Cl,-6,x,-0.68,65*,0,0,-15,0.8,-11,1400,0.0
CCOc1ccc(-c2nc(=S)[nH][nH]2)cc1,-6,4,1.1,-5,-1,3,-1,-0.4,0,1448,1.5
CSCCC(NC(=O)c1cc([N+](=O)[O-])cc([N+](=O)[O-])c1)c1nc2ccccc2[nH]1 (stereo not drawn),-1,-16,x,97*,-2,-2,11,1.0,-2,1679,0.5
COc1ccc(OC)c2[nH]c(=O)c(CCNC(=O)c3ccc4c(c3)OCO4)cc12,2,-5,-0.6,7,-1,3,-19,0.3,1,1538,-0.4
